mHTT-CaM PPI inh – mutant huntingtin-calmodulin interaction inhibitors – biochemical, AlphaScreen, primary screen. AlphaScreen His-mHTT/GST-CaM binding, luminescence. actives 3.6% (n = 190,000). inhibition, % at 15 µM. P42858;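 further: 0% = both proteins with DMSO and 100% = one protein alone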
Pf apPOL block – Pf-apPOL inhibitors, biochemical, fluorescence | Plasmodium falciparum apicoplast DNA polymerase (apPOL) | Recombinant Pf-apPOL, molecular beacon fluorescence, 1.5 h | inhibition, % at 10 µM | actives 0.25% (n = 210,000)
* hit, by the source's call; nt = no result given; & = joins results of further samples. No stated cut-off is given here; in the data, active means inhibition above about 50%; inactive means the rest.

molecule	mHTT-CaM PPI inh	Pf apPOL block
CC(C)SCC(=O)Nc1nc(CC(=O)O)cs1	2	-5
CN(CCCNC(=O)C1CC(=O)N(c2ccc(F)c(Cl)c2)C1)Cc1ccccc1 (centres undefined)	12	-2
COc1cccc(C2C=C(c3ccc(F)cc3)Nc3ncnn32)c1OC (centres undefined)	56*	-5
Cc1ccc(CNC(=O)c2oc3ccc(S(=O)(=O)N4CCCC4)cc3c2C)cc1	1	5
O=C(c1cc(-c2ccccc2)on1)N1CCN(c2nc3ccc([N+](=O)[O-])cc3s2)CC1	-10	-1
Cc1nc2cc(N=Cc3ccccc3[N+](=O)[O-])ccc2n1C	9	-3
CCN(CC)c1ccc(/C=C2\C(=O)c3ccccc3C2=C(C#N)C#N)cc1	39	-3
OCCN1CCN(CC(O)COCc2ccc3c(c2)OCO3)CC1 (centres undefined)	0	-3
CCc1ccc(OCC(=O)Nc2ccc3c(c2)N(C(C)=O)c2ccccc2CC3)cc1	11	-4
Fc1ccc(Br)cc1C1C=C(c2ccc(Br)cc2)Nc2nnnn21 (centres undefined)	8	-4
O=S(=O)(c1ccc(F)cc1)n1c(Cc2ccccc2)nc2ccccc21	-51	4
C=CCSc1nc2sc3c(c2c(=O)n1CC(=C)C)CC(C)(CC)OC3 (centres undefined)	-1	-3
O=C(Nc1nc2nccc(-c3ccccc3)n2n1)c1ccco1	-3	4
CCOc1ccccc1NC(=O)c1sc2nc[nH]c(=O)c2c1C	-8	-6
O=C(CSc1nnc(CNC(=O)c2c(F)cccc2Cl)o1)NC1CCCCC1	-5	1

Next part
molecule	mHTT-CaM PPI inh	Pf apPOL block
CC1CCC(C(C)(C)O)CC2=C1CCC2C (centres undefined)	nt	-9
Cc1ccc(-c2nnc(SCC(=O)Nc3ccc(C)cc3Br)o2)cc1	0	14
Cc1ccc(F)c(-n2nnc(C(=O)O)c2-c2cccnc2)c1	-12	-3
CCOc1ccc(C(=O)Nc2ccccc2C)cc1	-1	-5
OC(c1ccccn1)C1CCN(Cc2ccc(F)cc2)CC1 (centres undefined)	0	-5
COc1ccc(OC)c(NC(=O)C(CCS(C)(=O)=O)NC(C)=O)c1 (centres undefined)	0	-9
COc1ccc(S(=O)(=O)N(CC(=O)N2CCCC2)c2cc(C)cc(C)c2)cc1OC	10	1
O=C(c1cnn2ccc(C3CCN(C(=O)C4CCCCC4)CC3)cc12)N1CCOCC1	11	-2
COc1ccc2nc(NC(=O)/C=C/c3ccc(Br)cc3)sc2c1	23	5
O=C(NCc1ccc(F)cc1)c1csc2c1CCCCC2	-4	-2
O=C(CN1C(=O)c2ccccc2C1=O)Nc1cccc(C(=O)c2ccccc2)c1	16	4
Cc1c(C(=O)NCCCN2CCOCC2)cc(-c2ccccc2)n1-c1ccccc1	nt	-11&-4
CNC(=O)c1ccc(-c2ccc3c(c2)CCN3C(C)=O)cc1	-1	-1
Cn1ncc(Cl)c1C(=O)N1CCCC1c1ccc(F)cc1 (centres undefined)	-4	-6
COc1ccc(OC)c(NC(=O)c2cc(S(=O)(=O)NCc3ccco3)ccc2F)c1	28	5

For reference, part of the list above:
molecule	mHTT-CaM PPI inh	Pf apPOL block
O=C(NCc1ccc(F)cc1)c1csc2c1CCCCC2	-4	-2
O=C(CN1C(=O)c2ccccc2C1=O)Nc1cccc(C(=O)c2ccccc2)c1	16	4
Cc1c(C(=O)NCCCN2CCOCC2)cc(-c2ccccc2)n1-c1ccccc1	nt	-11&-4
CNC(=O)c1ccc(-c2ccc3c(c2)CCN3C(C)=O)cc1	-1	-1
Cn1ncc(Cl)c1C(=O)N1CCCC1c1ccc(F)cc1 (centres undefined)	-4	-6

Next structures
molecule	mHTT-CaM PPI inh	Pf apPOL block
CCSc1ccc(-c2cccc(NC(=O)CC)c2)nn1	-5	-6
Cc1cc(C)c(NC(=O)C2Cc3ccccc3C(=O)O2)c(C)c1 (centres undefined)	-2	-3
CC(=O)c1ccc(NC(=O)CNC(=O)C2CCCCC2)cc1	2	-4
O=C(c1ccc(Cn2ccnc2)cc1)N1CCN(CCn2cccn2)CC1	-12	-4
Cc1c(Cl)cccc1NC(=O)C1CC(=O)N(c2ccccc2)C1 (centres undefined)	-7	0
Fc1ccccc1C1CC(c2ccc(Br)cc2)Nc2ncnn21 (centres undefined)	31	-5
COc1ccc2c(=O)c(-c3ccc(OC)c(OC)c3)coc2c1	-2	-18
CN(CC(=O)Nc1ccc2c(c1)Cc1ccccc1-2)C(=O)c1ccc(=O)[nH]c1	12	-15
CN(C)C(=O)C12CC3(C)CC(C)(CC(C)(C3)C1)C2	-2&3	2&-11
CC(=O)Nc1ccc(NS(=O)(=O)c2ccc3[nH]c(=O)sc3c2)cc1	2	9
CCCNC(=O)C(C)C1CCN(C(=O)c2sc(-c3ccc(C)cc3)nc2C)CC1 (centres undefined)	17	-4
Brc1ccc(C2C=C(c3cccs3)Nc3nnnn32)cc1 (centres undefined)	-34	-4
CC1(C)CCCC2(C)C1CCC1(C)OCCC12 (centres undefined)	nt	-11
Cc1ccc(S(=O)(=O)N=C2CN(C)C(=O)N2C)cc1	-4&-5	-3&1
Cc1ccc(CNC(=O)c2nnn(-c3cccc(C)c3)c2N)cc1	-2	-4

The final 2 records of the section above are carried over, then new ones follow:
molecule	mHTT-CaM PPI inh	Pf apPOL block
Cc1ccc(S(=O)(=O)N=C2CN(C)C(=O)N2C)cc1	-4&-5	-3&1
Cc1ccc(CNC(=O)c2nnn(-c3cccc(C)c3)c2N)cc1	-2	-4
O=C1C(c2cccnc2)N(c2ccc3c(c2)OCO3)C(=O)CN1c1ccccc1 (centres undefined)	-10	-6
O=C(Cc1ccccc1)NN=Cc1ccc(OCc2ccc(F)cc2)cc1	nt	1
Cc1ccc(S(=O)(=O)Nc2cc(C)c(O)c(Br)c2C(C)C)cc1	6	0
O=C(Nc1ccccn1)NC1CCS(=O)(=O)C1 (centres undefined)	-1	-1
C=CCN(CC=C)Cc1cc(=O)oc2cc(OC)ccc12	-21	-9
CN(Cc1ccccc1)C(=O)c1cn(-c2ccc(F)cc2)nn1	0	-4
CCc1ccccc1NC(=O)Cc1cn(C)c2ccccc12	5	-8
Cn1cnc(S(=O)(=O)Nc2ccccc2SCc2c(F)cccc2Cl)c1	nt	-1
O=C(Nc1cccc(Cl)c1)C1CCCN(C(=O)c2cccc(C(F)(F)F)c2)C1 (centres undefined)	28	0
COc1ccc(OC)c(CN2CCc3nc(N4CCOCC4)ncc3C2)c1	14	-3
Cc1ccc(-n2c(SCCN3CCOCC3)nc3[nH]ncc3c2=O)cc1C	9	-7
O=C(NCCCSc1nnnn1-c1ccccc1)Nc1nccs1	-10	-2
Cc1ccc(Nc2nnns2)c(C)c1	nt	-21
CCCC(=O)c1ccc(N2CCN(C(=O)OCC)CC2)c(F)c1	-20	8
CC(C)C(=O)N1CCc2c(c(-c3nc(Cc4ccccc4)no3)nn2C)C1	2	-1

Next section
molecule	mHTT-CaM PPI inh	Pf apPOL block
CC(C)(C)OC(=O)N1C(N)=C(C#N)C2(CCOCC2)c2[nH]c(C(F)(F)F)nc21	4	nt
Cc1cn(-c2ccc(CNC(=O)c3ccsc3)cc2)cn1	27	-2
COc1cc(CN2CCC(C(C)O)CC2)cc(OC)c1 (centres undefined)	-9	-7
COc1cc(C=C2Oc3c(ccc4c3CN(c3ccccc3F)CO4)C2=O)cc(OC)c1OC	38	-2
CCOc1ccc(C(=O)CC(SCc2ccc(Cl)cc2)C(=O)O)cc1 (centres undefined)	nt	-10
COc1ccc(C2=N/C(=C\c3ccc(C(C)C)cc3)C(=O)O2)cc1	-6	1
CC1CCC(NC(=O)C2(C)CCC(=O)N2CCc2ccc(Cl)cc2)CC1 (centres undefined)	18	-21
CCCNc1nc(N)c2ccccc2n1	-1	6
COc1ccccc1N(CC(O)CN(C)C)S(=O)(=O)c1ccccc1 (centres undefined)	2	-9
O=C(O)CSCC(=O)Nc1ccccc1N1CCOCC1	nt	-4&4
COc1cc(/C=C2/N=C(c3c(-c4ccccc4)noc3C)OC2=O)cc(OC)c1OC	-1	4
CCc1cc2c(=O)c(-c3nc4ccccc4s3)coc2c(CN2CCOCC2)c1O	7	3
COCCn1c(C2CCN(C(=O)Nc3cc(Cl)cc(Cl)c3)C2)nc2ccncc21 (centres undefined)	-12	-10
CC(=O)Nc1scc(C)c1C(N)=O	nt	4
C=C1c2cccc(C(F)(F)F)c2O[C@H](C(=O)OCC)C1OC (mixture of isomers)	-13	0

(further entries)
molecule	mHTT-CaM PPI inh	Pf apPOL block
CSc1ccc(/C=C2\N=C(c3cccc(Br)c3)OC2=O)cc1	-2	-5
CCCc1cc(C(=O)N2CCCC2c2cc(C)no2)no1 (centres undefined)	-7	-2
Cc1cccc(C(=O)Sc2n[nH]c(=O)[nH]c2=O)c1	70*	-12
CCN1CCN(Cc2ccc(NC(=O)C3CCCN(C(=O)c4cccc(C)c4)C3)cc2)CC1 (centres undefined)	34	-7
CC(=O)N1N=C(c2ccc(Br)cc2)Cn2c1nc1c2c(=O)n(C)c(=O)n1C	2	-5
C=CCn1c(=O)c2c(ncn2C(C)C)n(-c2ccccc2C)c1=O	1	-8
Cc1cccc(C2SCC(=O)N2CC(=O)N(C)C)c1 (centres undefined)	7	0
CCc1cccc(NC(=O)Nc2ccccc2)c1	-3	0
O=C(Cc1ccccc1)Nc1ccc2oc(-c3ccccc3F)nc2c1	-9	-12
O=C1C(=O)N(c2ncccn2)C(c2ccc([N+](=O)[O-])cc2)C1=C(O)c1ccc(F)cc1 (centres undefined)	-2	-3
CC(C)(C)OC(=O)N1CCC(C(=O)Nc2ccc(C(=O)N3CCCCC3)cc2)CC1	1	0
COc1ccc2nc(N3CC(C(=O)N4CCc5cc(OC)c(OC)cc5C4)C3)sc2c1	-8	2
CCC(=O)N1CCc2sc(C(=O)NCc3ccco3)cc2C1	8	0
CCC(CC)NC(=O)N1CCOCC1	-1	8
Cc1nc(=O)c(-c2ccccc2)c(C)n1-c1cccc(/C=C/C(=O)O)c1	1	3

Laid out differently: two of the compounds above.
Molecule: CCC(CC)NC(=O)N1CCOCC1
  mHTT-CaM PPI inh = -1
  Pf apPOL block = 8
Molecule: Cc1nc(=O)c(-c2ccccc2)c(C)n1-c1cccc(/C=C/C(=O)O)c1
  mHTT-CaM PPI inh = 1
  Pf apPOL block = 3

Next compounds:
molecule	mHTT-CaM PPI inh	Pf apPOL block
CC(C)Cn1c(CC2CCN(C(=O)COc3ccccc3)C2)nc2cccnc21 (centres undefined)	2	-5
CC(C)(C)c1ccc(C(=O)N2CCN(c3nc(CN4CCOCC4)cs3)CC2)cc1	35	0
O=C1OC(c2ccc([N+](=O)[O-])cc2)=N/C1=C\c1cccc(F)c1	5	24
COc1ccc(Cl)cc1S(=O)(=O)Nc1ccc(Cl)cn1	-9	-7
Cc1cc2c(=O)n(CC(=O)Nc3ccc(C(F)(F)F)cc3)ccc2s1	-5	-2
C=COCCNC(=O)Nc1cccc(Cl)c1	-9	-4
Cc1c(Br)c(-c2nnc(C34CC5CC(CC(C5)C3)C4)o2)nn1C	-1	nt
CN1c2cc(Cl)ccc2C(=O)NC12CCN(C(=O)Nc1ccccc1)CC2	-3	0
COc1ccc(CN2C(=O)c3ccccc3C2C(=O)NC2CCCCC2)cc1 (centres undefined)	-4	1
CCCc1ccc(Oc2c(-c3ccc(O)cc3O)n[nH]c2C)cc1	80*	-3
CC(=O)c1cccc(NC(=O)C2CCC2)c1	-2	-3
CC(=O)Oc1cccc2c1OCCO2	nt	-1
O=C(c1ccc2c(c1)C1C=CCC1C(c1ccc([N+](=O)[O-])cc1)N2)N1CCCC1 (centres undefined)	48	-17
Cc1ccc(C(=O)N/C(=C\c2ccc3c(c2)OCO3)C(=O)Nc2cccc([N+](=O)[O-])c2)cc1C	5	1
c1ccc(CN2CCN(Cc3cccs3)CC2)cc1	-1	-1

(more compounds)
molecule	mHTT-CaM PPI inh	Pf apPOL block
CN1CCN(CC(=O)Nc2cccc(Cl)c2)CC1	1	-4
Fc1ccc(C2Cn3nc(-c4nc(-c5ccccc5Cl)no4)cc3CO2)cc1 (centres undefined)	-4	-5
COc1ccc(OC)c(NS(=O)(=O)c2ccc(NC(=O)c3ccc(F)cc3)cc2)c1	3	-8
Cc1ccc2[nH]c(=O)c(-c3nc(-c4cccc(Cl)c4)no3)c(O)c2c1	-4	-7
Cc1ccc(S(=O)(=O)N2CC3CN(C(=O)c4ccc5c(c4)OCO5)CC(C2)O3)cc1	15	-5
COc1ccc2c(c1)CN(c1ccccc1I)CO2	44	-1
CCOc1ccc(C2=NC3(CCN(CC)CC3)NC(c3cccc(OC)c3O)C2)cc1 (centres undefined)	10	0
CCn1c(N2CCCC(C(=O)NCc3cccnc3)C2)cc(=O)n(C)c1=O (centres undefined)	-4	6
O=S(=O)(c1cccnc1)N1CCC(c2nc(-c3ccccc3)no2)C1 (centres undefined)	-8	-6
Cc1ccc(C(=O)Nc2cc(C(F)(F)F)ccc2Cl)cc1[N+](=O)[O-]	-5	-1
COc1ccc(-c2nc(-c3cccc([N+](=O)[O-])c3)no2)cc1	0	1
CCc1[nH]nc2c1C(c1cccc([N+](=O)[O-])c1)C(C#N)=C(N)O2 (centres undefined)	6	1
CCCN1CCN(c2ncc3c(n2)CCN(Cc2ccc(OCC)c(OC)c2)C3)CC1	12	1
CC(C)CC(N=C1NC(C)(C)Cc2ccccc21)C(=O)O (centres undefined)	2	2
COc1ccc(/C=C2\CC/C(=C\c3ccc(OC)cc3)C2=O)cc1	9	-2
COCCSc1nc2c(c(=O)n(C)c(=O)n2C)n1Cc1ccccc1Cl	-4	-4
COc1ccc(-n2c(CN3CCN(C(=O)NCC(C)C)CC3)nc3cccnc32)cc1	-2	3
CCC(C)(C(=O)NC1CCCCC1)N(C(=O)c1cnccn1)c1ccccc1 (centres undefined)	-3	-3

Some of the compounds tested; rates above refer to the full screens.
